KCNH2 3.1 inh = KCNH2 3.1 (human) potassium channel inhibition. U2OS KCNH2 3.1, thallium flux FluxOr; hits give low values. activity change, % (tested at about 1.8 µM). 0.95% of 340,000 active;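 active = maximum activity change below -70%; inconclusive = maximum activity change from -70% to -50%; inactive = maximum activity change above -50%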;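 note: thallium influx rate constant from kinetic fluorescence after stimulation buffer; % is set by controls: 0 for no effect and ±100 for the full control effect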
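Thallium flux via FluxOr fluorescence (Red40 quencher, 45 min loading) in U2OS cells virally expressing the KCNH2 3.1 isoform (1.77 x 10^8 /mL virus, overnight at 37 C). Rate constants from 2-min kinetic reads post-stimulation, normalised to positive and negative controls.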
TCR act = activators of T cell receptors | primary human leukocytes, anti-CD3, IL-2 HTRF, 48 h | Potency, µM (top dose mostly 9.22 µM), for inactives: at the top dose activation of IL-2 secretion, hits mostly activators | 330,000 tested, under 10 active; note: % of control where 0% means no effect
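Primary human leukocytes receive a-CD3 beads and test compound and are incubated 48 hr. Secreted IL-2 is then assayed by HTRF, measuring 665nm acceptor emission after 320nm excitation of the europium donor.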
TRPV1 ag = activates the human vanilloid receptor TRPV1; Q8NER1; TRPV1-expressing cells, Fluo-8 calcium influx, agonist mode; activation, % at 8.33 µM; 0.19% of 320,000 active; AID 540275; in the data active = activation above about 80%; inconclusive = between about 30% and that limit; note: 0% is about no effect
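Cells expressing TRPV1 were dye-loaded with Fluo-8 and read kinetically: 10 s baseline, 3 min after compound (agonist portion), then 2 min after EC20 capsaicin (allosteric enhancer portion). Calcium-bound dye fluorescence at 480/520 nm.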
Eya2 phos inh = inhibitors of human Eya2 phosphatase activity; Potency, µM (highest dose often 76.9 µM), for inactives: at the top dose activity, negative = inhibition, most hits filed as inhibitors; 0.006% of 330,000 active; recombinant Eya2, OMFP fluorescence dephosphorylation (OMFP is methylfluorescein phosphate); note: potency is the fitted concentration of half-maximal effect; % is set by controls: 0 for no effect and ±100 for the full control effect
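Eya2 (0.2 uM) preincubated 10 min at ambient with compound, then OMFP substrate added at 50 uM; 10 min reaction in 50 mM HEPES pH 7.5, 50 mM NaCl, 5 uM MgCl2, 0.05% BSA, 1 mM DTT. Fluorescence read at Ex 485/Em 525 nm.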
hERG WT inh = KCNH2 (human, wildtype) channel inhibition. Q12809. U2OS, BacMam KCNH2, thallium flux FluxOr; hits give low values. activity change, % at 1.84 µM. 0.37% of 340,000 active. AID 720551;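 active = maximum activity change below -70%; inconclusive = maximum activity change between -70% and -50%; inactive = maximum activity change above -50%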; note: % is set by controls: 0 for no effect and ±100 for the full control effect
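U2OS cells transduced with wild-type KCNH2 virus are loaded with FluxOr dye for 45 min, and thallium flux is measured in kinetic reads before and after stimulation buffer. Rate constants are normalized to DMSO controls.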
ELG1 DNA repair = inhibitors of ELG1-dependent DNA repair in HEK293T cells; HEK293T ELG1-luciferase reporter, luminescence, 16 h; DNA damage induced by 5-fluorouridine; Potency, µM (top dose mostly 46.1 µM), without a hit: top-dose activity change, negative = inhibition, hits mostly inhibitors; 2.3% of 330,000 active; AID 504467; note: potency is the fitted concentration of half-maximal effect; % is set by controls: 0 for no effect and ±100 for the full control effect; nearly all actives have a fitted effect of over 55% in size
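Step one: seed 2,000 cells per well. Step two: pin-transfer compound or DMSO alongside 5-fluorouridine. Step three: incubate 16 hr, 37 °C, 5% CO2. Step four: add ONE-Glo, wait 30 min, read luminescence.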
TSHR antagonist = blocks TSH signaling through the human TSH receptor. TSHR-expressing cells, TSH-stimulated cAMP HTRF, 2 h; hits give low values. activity change, negative = inhibition, % at 11.5 µM. 0.2% of 330,000 active. P16473. AID 504810;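 active = activity change below a set negative limit, meaning inhibition stronger than a set level, cut at about -70% in these data; inconclusive = activity change between two set negative limits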; note: % is set by controls: 0 for no effect and ±100 for the full control effect
Target sequence (P16473 whole entry, looked up): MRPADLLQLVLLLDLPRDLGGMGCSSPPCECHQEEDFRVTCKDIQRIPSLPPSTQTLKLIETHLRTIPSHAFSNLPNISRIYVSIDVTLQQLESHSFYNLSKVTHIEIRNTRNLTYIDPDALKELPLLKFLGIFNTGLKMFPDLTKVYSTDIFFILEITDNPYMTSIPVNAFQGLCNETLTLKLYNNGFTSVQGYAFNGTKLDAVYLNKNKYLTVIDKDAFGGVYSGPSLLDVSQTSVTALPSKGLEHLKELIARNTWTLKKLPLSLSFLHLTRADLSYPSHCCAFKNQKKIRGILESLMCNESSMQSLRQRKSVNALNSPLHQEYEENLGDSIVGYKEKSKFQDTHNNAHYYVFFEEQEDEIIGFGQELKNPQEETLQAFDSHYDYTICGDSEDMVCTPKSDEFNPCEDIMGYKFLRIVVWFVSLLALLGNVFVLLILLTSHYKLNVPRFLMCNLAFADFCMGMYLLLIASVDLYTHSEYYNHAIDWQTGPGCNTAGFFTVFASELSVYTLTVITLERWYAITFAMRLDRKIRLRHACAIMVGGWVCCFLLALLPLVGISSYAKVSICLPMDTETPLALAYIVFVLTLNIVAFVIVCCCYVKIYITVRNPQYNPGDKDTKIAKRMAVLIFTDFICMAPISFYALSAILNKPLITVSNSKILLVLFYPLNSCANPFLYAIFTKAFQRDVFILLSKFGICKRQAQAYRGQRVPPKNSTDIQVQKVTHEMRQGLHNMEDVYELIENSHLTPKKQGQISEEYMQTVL
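Read-out is FRET at 665 nm (cryptate excitation 337 nm) from a cryptate-tagged anti-cAMP antibody, competed by cell cAMP against cAMP-d2. Compounds are tested on freshly harvested TSHR cells challenged with 4nM TSH (EC80) for 2 hours at 37 deg C.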
A-T KAP1 phos = potential ataxia-telangiectasia treatments restoring KAP-1 phosphorylation; […] A-T fibroblasts, KAP-1 phosphorylation AlphaLISA; neocarzinostatin DNA damage 30 min before lysis; Potency, µM (titrated, usually from 57.5 µM), for inactives: top-dose activation, hits mostly activators; AID 485349; 0.19% of 320,000 active; note: potency is the fitted concentration of half-maximal effect; % of control where 0% means no effect; nearly all actives have a fitted effect of over 45% in size
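ATM-like activity read as KAP-1 phosphorylation via AlphaLISA donor/acceptor antibody pairs after lysis and 6 hr at 25C. Cells were ATM-null patient fibroblasts ([…], hTERT), dosed 60 min, then exposed to the DSB inducer NCS for 30 min.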
Mito fusion yeast = mitochondrial division inhibition or fusion activation; S. cerevisiae fusion-defective mutant growth rescue, CellTiterGlo 48 h; Potency, µM (series often up to 46.1 µM), without a hit: at the top dose growth rescue (activation), hits mostly activators; 0.23% of 320,000 active; AID 485298;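 note: potency is the fitted concentration of half-maximal effect; % of control where 0% means no effect; nearly all actives have a fitted effect of over 45% in size; temperature-sensitive fusion mutants such as fzo1-1 at 37 °C on non-fermentable ethanol glycerol medium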
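S. cerevisiae fusion-defective temperature-sensitive mutants (e.g. fzo1-1, mgm1-5) grown 48 h at 37C in YPEG (ethanol/glycerol non-fermentable) medium with 23 nl compound per well; growth rescue read as CellTiterGlo luminescence.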
USP2a inh = inhibitors of human ubiquitin-specific protease USP2a; USP2 core, Ub-CHOP2 coupled fluorogenic reporter, 485/531; 0.01% of 330,000 active; AID 463254; Potency, µM (top dose mostly 38.3 µM), without a hit: at the top dose activity change, negative = inhibition, most hits filed as inhibitors;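 note: potency is the fitted concentration of half-maximal effect; plate controls were DMSO wells for no effect and full inhibition by NEM control for full effect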
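Cell-free coupled assay: 10nM USP2 core preincubated 30min RT with compound in Tris-HCl pH 8.0/CaCl2/CHAPS buffer, then 25nM Ub-CHOP2 and 25nM reporter substrate; fluorescence (Ex 485/Em 531) read after 60min RT, normalized to NEM inhibition, concentration-response curves fitted.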
Numbers without * were called inactive; ? = inconclusive; . = not tested or not shown; [ ] = remark or other dose. Unless noted, calls come from the whole dose curve; as a rule, active = well fitted curve in the direction sought with a large enough effect; inconclusive = small, poorly fitted or top-dose-only effect, or another doubt; inactive = no such curve, though single readings can be large; an effect the other way counts as inactive or inconclusive. The list is partial; count on the stated rates, not on these rows.

compound	TCR act	USP2a inh	ELG1 DNA repair	TRPV1 ag	TSHR antagonist	Mito fusion yeast	KCNH2 3.1 inh	hERG WT inh	Eya2 phos inh	A-T KAP1 phos
COc1nc(NC(C)(C)C)nc(Oc2ccc(=O)n(C)n2)n1	-21.4%	-1.7%	?	-1.8	1.5	2.3%	23.5	-6.6	-18.2%	-0.6%
O=C(CSc1ccc2ccccc2c1Br)Nc1cccc(S(=O)(=O)NC2=NCCCCC2)c1	-8.3%	-1.4%	?	2.1	-3.3	-2.9%	-1.6	10.2	-1.2%	0.3%
O=C(O)c1ccc(C(=O)c2ccc3c(c2)C(=O)N(CC2CCCO2)C3=O)cc1 (stereo not drawn)	4.7%	1.3%	-13.0%	0.1	-0.7	-2.4%	-2.1	-4.4	11.0%	1.2%
O=c1oc2ccccc2c(Cl)c1CN1CCCCC1	1.8%	-2.4%	?	-0.1	8.6	-22.5%	-5.9	-29.5	0.6%	-1.2%
O=C(O)CNC(=O)/C(=C\c1ccco1)NC(=O)c1ccco1	-2.1%	0.9%	-7.6%	2.4	1.6	1.1%	-4.6	-3.3	-0.8%	-7.9%
CC(CCc1ccccc1)NC(=O)CN1CCSc2ccccc21 (stereo not drawn)	1.7%	0.1%	14.6%	8.8	-2.8	5.0%	-6.4	-2.8	-10.4%	4.2%
CC(Cc1ccccc1)NC(=O)c1cc2ccccc2o1 (stereo not drawn)	-6.2%	-0.9%	?	-1.6	29.7	-1.3%	9.0	2.4	-19.1%	24.5%
Cc1cccc(C)c1NC(=S)N(CCc1ccncc1)C(C)C	1.6%	-1.6%	-12.2%	3.5	15.9	?	15.5	-2.2	-16.6%	6.0%
COc1cccc(NC(=O)COC(=O)c2cccnc2)c1	-1.5%	-0.5%	1.7%	2.4	8.2	3.3%	-0.8	-4.4	-6.0%	-11.9%
O=C(Nc1ccc(Cl)cc1)c1ccc2snnc2c1	-7.8%	2.9%	?	87.6*	-7.8	5.3%	5.2	-3.8	10.3%	-7.3%
Cc1ccc(-c2csc(NCCn3c(-c4ccncc4)nc4cc(C(F)(F)F)ccc43)n2)cc1	5.3%	2.5%	?	.	-7.9	.	-36.3	-7.6	-1.9%	0.9%
CN(C)CCSc1nc2cc(S(=O)(=O)N3CCCCC3)ccc2o1	.	-5.7%	-25.7%	.	0.4	.	2.0	4.5	0.6%	-4.3%
CCOC(=O)c1c(NC(C)=O)sc2c(OCC(O)CN(CC)CC)c(Br)ccc12 (stereo not drawn)	-6.0%	-1.3%	?	1.2	12.0	4.4%	8.8	-5.2	4.8%	-0.3%
O=C(Nc1nc(-c2cc(F)ccc2F)cs1)c1cccc(N2C(=O)CCC2=O)c1	1.0%	0.0%	-25.8%	-1.2	-6.7	6.8%	-9.8	-13.3	-13.4%	4.9%
O=C(CSc1nc2[nH]ncc2c(=O)[nH]1)c1ccccc1	-0.1%	0.2%	-6.2%	-1.3	-8.6	4.8%	-11.6	-0.5	-11.7%	-1.2%
COC(=O)[C@@]12CCCN1[C@H](c1ccc(-c3ccc(C(C)=O)cc3)c(OC)c1)[C@H]1C(=O)N(C)C(=O)[C@H]12	9.5%	-0.8%	-23.2%	-1.6	-7.5	-3.1%	?	-0.7	14.3%	6.1%
CSc1ccc(CN2CCN(CCC(C)C)C(CCO)C2)cc1 (stereo not drawn)	2.7%	1.2%	-4.1%	-0.6	-6.6	-8.1%	-4.9	9.1	-1.7%	-4.3%
CCN(c1ccc(NC(=O)COC(=O)c2ccc(C)s2)cc1)C(C)C	3.8%	2.7%	9.3%	3.8	2.9	2.8%	6.6	-2.3	0.2%	-11.9%
COc1cc(/C=N/NC(=O)C(=O)NCc2cccnc2)ccc1O	-2.0%[46.1 µM]	0.9%	0.8%	-3.4	-7.1	-12.6%	-21.9	17.8	-2.7%	-9.6%
CC(NC(=O)C1CCN(C(=O)c2ccc(F)cc2)CC1)c1ccc(-n2ccnc2)cc1 (stereo not drawn)	5.5%	-6.1%	7.1%	-4.3	-13.4	-0.4%	0.7	-4.3	-13.9%	-6.0%
CC(/C=C/c1ccc2c(c1)OCO2)=N\NC(=O)COc1ccccc1C	3.4%	-3.7%	18.4%	0.1	-2.1	-2.0%	-13.8	-2.4	-6.2%	-6.9%
CC(=O)Nc1ccc(C(=O)NNS(=O)(=O)c2ccc(C)cc2)cc1	-1.0%	-0.4%	-4.1%	-2.9	3.8	-1.3%	-22.1	-0.4	0.7%	0.8%
O=C(/C=C/c1ccccc1)Nn1cnnc1	-0.5%	-1.8%	-0.6%	2.2	1.2	2.4%	-10.7	-6.1	-1.8%	-14.8%
CC(C)CC(=O)N1CCN(S(=O)(=O)c2ccc(C3CCCCC3)cc2)CC1	7.3%	-10.1%	-2.0%	10.2	-6.5	14.4%	16.5	-2.1	-24.9%	1.3%
Cc1cccc(C)c1NC(=O)Cn1nnc(-c2ccc(CN3CCC(C)CC3)cc2)n1	-4.6%	12.0%	-11.6%	2.8	-9.5	-5.7%	-10.0	3.1	4.4%	2.1%
O=C(O)/C=C/C(=O)NNC(=O)c1ccc(Cl)cc1Cl	-1.5%	2.5%	-5.2%	22.5	6.8	?	-7.7	0.0	-2.6%	-5.3%
O=C(N/N=C/c1cc2ccccc2nc1Cl)/C(=C/c1cccs1)NC(=O)c1ccccc1	0.8%	-0.6%	?	2.5	8.2	-2.3%	-8.3	1.1	20.4%	-0.9%
CC(NC(=O)NCCCC(=O)O)(C(F)(F)F)C(F)(F)F	2.0%	-0.2%	8.8%	-0.6	1.2	-3.3%	5.0	-10.7	0.6%	-0.6%
Cc1ccc2nc(C)c(C(=O)NN=C3CCN(C)CC3)n2c1	-6.3%	0.7%	-19.6%	-3.3	-4.3	2.0%	6.2	-8.1	-16.3%	1.0%
COc1ccc2c(CC(=O)NCC3CCC(C(=O)O)CC3)cc(=O)oc2c1 (stereo not drawn)	0.6%	-0.6%	-11.7%	0.9	3.5	0.8%	3.3	7.4	11.4%	-6.7%
CC1(C)C(=O)C2(C(=O)NCc3ccccc3)CCC1C2 (stereo not drawn)	4.9%	0.6%	-2.8%	3.0	-6.7	0.0%	3.5	-9.6	-21.1%	0.2%
CCOCC(=O)Nc1cc(Cl)ccc1C	-6.5%	2.5%	9.9%	0.7	-2.7	-1.7%	-1.3	1.8	1.8%	1.1%[11.5 µM]
COC(=O)CSc1nc(NCc2ccccc2)nc(N(C)C)n1	-1.8%	1.2%	12.3%	-1.3	?	3.9%	13.2	0.5	1.3%	2.8%
CN(C)C(=O)N(CCCN1CCOCC1)Cc1cccc2ccccc12	-0.5%	-4.9%	5.2%	10.0	0.0	2.4%	-5.3	4.4	2.4%	7.6%
CC1CCCCC1NC(=O)CCS(=O)(=O)c1cccc2nonc12 (stereo not drawn)	-1.4%	-0.4%	24.1%	-3.1	-1.4	3.6%	1.2	2.5	-5.7%	28.2%
CCn1nc(C)c(/C=N/NC(=O)Cn2cncn2)c1C	-21.1%	-1.0%	?	-0.2	33.5	-8.2%	?	9.8	-8.5%	3.16µM*
COc1ccc(N(CC(=O)Nc2cccc(N(C)S(C)(=O)=O)c2)S(=O)(=O)c2ccc(C)cc2)cc1	2.4%	-11.5%	?	-1.1	-4.5	-1.7%	6.8	8.5	-12.7%	-0.7%
COc1ccc(C(=O)Cn2nnc(-c3cccs3)n2)cc1	0.9%	-4.2%	?	?	10.2	8.2%	-9.3	-9.9	-8.4%	7.8%
O=S(=O)(NCC(c1ccco1)N1CCN(c2ccccc2F)CC1)c1ccccc1 (stereo not drawn)	2.9%[46.1 µM]	3.3%	-10.0%	3.3	27.2	22.7%	-6.3	0.1	-3.8%	4.2%
O=C(Nc1ccccc1Oc1cccnc1)C1CCCN(C/C=C/c2ccc(F)cc2)C1 (stereo not drawn)	2.5%	4.7%	?	3.8	-0.2	-5.2%	-92.8*	-98.1*	-10.2%	2.3%

Reformatted: two of the compounds above.
Each structure is followed by: TCR act | USP2a inh | ELG1 DNA repair | TRPV1 ag | TSHR antagonist | Mito fusion yeast | KCNH2 3.1 inh | hERG WT inh | Eya2 phos inh | A-T KAP1 phos
- CN(C)C(=O)N(CCCN1CCOCC1)Cc1cccc2ccccc12
 : -0.5% | -4.9% | 5.2% | 10.0 | 0.0 | 2.4% | -5.3 | 4.4 | 2.4% | 7.6%
- CC1CCCCC1NC(=O)CCS(=O)(=O)c1cccc2nonc12 (stereo not drawn)
 : -1.4% | -0.4% | 24.1% | -3.1 | -1.4 | 3.6% | 1.2 | 2.5 | -5.7% | 28.2%
